Screening data (PubChem BioAssay)
NTR1 agonist = NTR1-driven beta-arrestin-GFP spot formation – imaging, U2OS cells, high content, primary screen (AID 493036). P30989. agonist mode. actives 0.17% (n = 330,000). activation, % at 20 µM;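 active = activation at or above 40% of the spot to cytoplasm intensity ratio, with at least 20 cells analyzed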;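 note: 0% = DMSO without peptide and 100% = 100 nM NTR1 peptide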
Target sequence (P30989 whole entry, looked up): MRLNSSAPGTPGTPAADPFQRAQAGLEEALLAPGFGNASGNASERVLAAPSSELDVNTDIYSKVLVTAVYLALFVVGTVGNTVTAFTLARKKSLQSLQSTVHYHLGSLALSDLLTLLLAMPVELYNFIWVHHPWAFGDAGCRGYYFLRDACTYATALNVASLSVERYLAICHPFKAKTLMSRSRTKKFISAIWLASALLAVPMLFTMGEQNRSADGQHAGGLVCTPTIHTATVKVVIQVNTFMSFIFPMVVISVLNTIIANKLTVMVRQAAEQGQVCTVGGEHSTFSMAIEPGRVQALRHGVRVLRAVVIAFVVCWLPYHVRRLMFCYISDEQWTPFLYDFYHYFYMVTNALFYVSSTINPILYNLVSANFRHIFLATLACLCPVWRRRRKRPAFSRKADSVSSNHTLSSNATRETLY
NOD1 NF-kB reporter = inhibition of NOD1-driven NF-kB reporter – cell-based, luminescence, uHTS, primary screen (AID 1578). actives 1% (n = 290,000). inhibition, % at 4 µM, or EC50 in µM where a hit was titrated. NOD1-driven NF-kB luciferase reporter cells, luminescence; higher % means a stronger effect; in the data active = inhibition mostly above about 36%, no sharp cut-off; inactive = mostly below about 34%;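 note: HEK-293T reporter cells stimulated with the NOD1 agonist gamma-tri-DAP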
T cell modulator = modulates CD8 T cell binding to vesicles; actives 0.068% (n = 330,000); 2C CD8+ T cell-vesicle binding, flow cytometry; stronger effect = lower value; calls only at 7 µM;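 active = response, share of CD8 T cells binding vesicles, and their 90th percentile fluorescence all below set limits, cut at about 80% in these data, passing the limit was not always enough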
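Assay system – 2C mouse CD8+ T cells · Also added – QL9-loaded Drosophila micro-vesicles · Timing – Cell–vesicle co-incubation 1.5 h at 37 °C, staining 20 min on ice · Signal – flow cytometry of vesicle-bound cells · Measure – percent CD8+ FL2 mean versus row control · Controls – Peptide-free naked vesicles (low) and QL9 vesicles with 0.7% DMSO vehicle (high)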
KOR beta-arrestin-1 = kappa opioid receptor activators – cell-based, luminescence, uHTS, primary screen (AID 1777); KOR beta-arrestin recruitment, luminescence; higher % means a stronger effect; one-dose activation, % at 10 µM; EC50 in µM for titrated hits; actives 0.02% (n = 280,000); in the data active = activation above about 50%, passing the limit was not always enough; note: a part of the inactive calls stands beside numbers as strong as those of hits
GPR55 LPI antagonism = inhibition of LPI-stimulated GPR55 beta-arrestin translocation – imaging, U2OS, beta-arrestin-GFP, LPI agonist, primary screen (AID 2013). inhibition, % at 10 µM; hits with a dose series show IC50 in µM. actives 0.13% (n = 290,000). U2OS GPR55 beta-arrestin-GFP translocation imaging, LPI antagonism; higher % means a stronger effect;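 active = spots per cell inhibited over 60%, with over 100 cells counted and total cytoplasm intensity under 500,000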;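 note: U2OS cells stably carrying GPR55 and arrestin-GFP stimulated by 5 µM LPI near EC80; imaged beta-arrestin-GFP aggregate spots per cell after agonist stimulation; plate controls were LPI-stimulated DMSO wells for no effect and DMSO wells without LPI for full effect; some results filed as inactive read as strong as hits; confirmed hits need IC50 under 10 µM and bright autofluorescent wells are also inconclusive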
GPR55 activation = GPR55 agonists via beta-arrestin recruitment, primary screen, imaging, U2OS cells, beta-arrestin-GFP redistribution (AID 1961). one-dose activation, % at 10 µM; EC50 in µM for titrated hits. actives 0.048% (n = 290,000). U2OS GPR55 beta-arrestin-GFP redistribution imaging; higher % means a stronger effect;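 active = activation above 40% with more than 50 cells counted in the well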;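 note: U2OS osteosarcoma cells stably expressing GPR55 and beta-arrestin-GFP; plate controls were DMSO negative control for no effect and LPI positive control for full effect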
Myeloid diff MLP = myeloid differentiation induction; calls only at 10 µM; AID 624256; ER-HoxA9 myeloid progenitors, lysozyme-GFP differentiation, flow cytometry; actives 1% (n = 360,000);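 active = normalized GFP-positive differentiation at or above the plate's own cutoff, the solvent-only control mean plus 3 SD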;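 note: cells exposed to compound for four days before flow analysis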
KOR beta-arrestin-2 = kappa opioid receptor blockers – cell-based, luminescence, uHTS (AID 1778). KOR beta-arrestin recruitment, luminescence, antagonist mode; higher % means a stronger effect. actives 0.091% (n = 290,000). inhibition, % at 10 µM; hits with a dose series show IC50 in µM; note: strong numbers were not always called active
HEK293 NOD2/NF-kB = NOD2 signaling inhibitors, cell-based, luminescence, uHTS, HEK293 (AID 1566); HEK293 NOD2/NF-kB luciferase reporter, luminescence; higher % means a stronger effect; inhibition, % at 4 µM, or EC50 in µM where a hit was titrated; actives 0.63% (n = 290,000); note: many of its hits are not listed in these tables
T cell modulator vesicle-bound % = recorded beside T cell modulator, whose call it bears; double positive events, %; measured here: CD8+ vesicle-bound cell fraction;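 binding gate set so that unloaded-vesicle control wells show 10% double positive cells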
NTR1 agonist cell count 20 µM = recorded beside NTR1 agonist, whose call it bears; cell count; measured here: cell count, cytotoxicity flag
Myeloid diff MLP GFP+ MAC1+ % = second read-out of Myeloid diff MLP, no call of its own (marks repeat the call); GFP+ MAC1+ double positive, %; measured here: differentiation confirmed by MAC1 staining
An asterisk follows results filed as active; i = inactive; nt = no result given; + = active, no number; [ ] = another dose, or the depositor's remark. Cut-off read from the data, not from the text of the source, unless noted: active = inhibition above about 50%; inactive = the rest. Not all compounds are listed; count on the stated rates, not on these rows.

Molecule,KOR beta-arrestin-1,T cell modulator,T cell modulator vesicle-bound %,NTR1 agonist,NTR1 agonist cell count 20 µM,GPR55 activation,HEK293 NOD2/NF-kB,GPR55 LPI antagonism,Myeloid diff MLP,Myeloid diff MLP GFP+ MAC1+ %,KOR beta-arrestin-2,NOD1 NF-kB reporter
Cc1ccc(S(=O)(=O)Cc2cn3cccnc3n2)cc1,-1.4%,nt,nt,nt,nt,0.3%,21%,-1%,i,0.8,-9%,21%
CSc1ccc(CN2CCC(N3CC(C)OC(C)C3)CC2)cc1 (stereo unspecified),2.6%,i,69,2.9,64,-0.2%,-8%,12%,i,0.1,-32%[20 µM],-4%
COc1ccccc1NC(=O)c1ccc(S(=O)(=O)N2CCCC2)cc1,-0.2%,i,49,-0.2,102,-0.2%,7%,0%,i,2.7,-41%,9%
Cc1ccc(Cl)cc1N1CCN(S(=O)(=O)c2cn(C)cn2)CC1,8.0%,i,6,-0.3,53,-0.2%,-19%,-3%,i,1.6,-8%,20%
N#C/C(=C/c1ccc(Br)o1)C(N)=S,2.4%,i,56,1.4,61,-0.2%,-56%,-18%,nt,nt,-42%,-5%
O=c1cc(C(F)(F)F)oc2c1ccc1ccccc12,-3.0%,i,58,-0.1,82,-0.4%,18%,-3%,i,1.0,-14%,-3%
CCn1c(COc2ccccc2C)nnc1SCC(=O)NCc1ccccc1,4.2%,i,8,1.1,84,-0.3%,-2%,-2%,i,4.7,-14%,0%
CC(=O)c1nn(-c2ccccc2)cc1C(=O)c1cccc(Br)c1,5.6%,i,64,-1.5,86,-0.1%,5%,0%,i,0.5,-41%,-23%
CCOC(=O)C1(C)NC(c2ccc(OC)c(OC)c2)C2C(=O)N(CC)C(=O)C21 (stereo unspecified),1.5%,i,11,-0.6,77,-0.5%,2%,7%,i,0.9,-20%,-22%
Cc1ccc(NC(=Nc2ccc(Br)cc2)N2CCOCC2)cc1C,-1.2%,i,28,0.4,43,0.1%,-42%,1%,i,1.2,22%,6%
COC(=O)CCc1c(C)c(C(=O)c2cc(F)c(F)c(F)c2F)c2ccccn12,0.8%,i,31,2.2,33,-0.4%,18%,0%,i,0.6,-2%,-14%
CCOCC(=O)Nc1cc(-c2cn3cccnc3n2)ccc1C,3.6%,i,43,-0.1,77,-0.1%,-7%,4%,i,1.0,-39%,-29%
COc1cc(S(=O)(=O)N(C)C2CCCCC2)c(C)cc1C,-2.7%,nt,nt,nt,nt,-0.1%,7%,-2%,i,0.6,-17%[20 µM],-4%
CN1CCN(C(=O)/C(=C\c2cccs2)NC(=O)c2cccs2)CC1,6.0%,i,26,1.4,65,-0.2%,-11%,6%,i,0.7,-12%,6%
CC1CCN(CCOc2ccc(OCc3ccccc3)cc2)CC1,2.1%,i,10,2.8,31,-0.4%,10%,11%,i,1.5,nt,-11%
CCC(C(=O)NC(C)(C)C)N(Cc1ccccc1Cl)C(=O)c1snc(C(N)=O)c1N (stereo unspecified),1.4%,i,53,0.7,69,-0.2%,1%,4%,i,0.7,-36%[20 µM],-13%
Cc1nn2c(nc1=O)NNC2(C)C(C)(C)C (stereo unspecified),-3.2%,i,59,0.1,49,-0.1%,11%,13%,i,0.3,-1%,-21%
O=C(O)c1cc(N2CCOCC2)nc2ccccc12,nt,i,57,1.4,65,-0.2%,1%,-24%,i,0.3,-2%[20 µM],-4%
O=C(CC1C(=O)NCCN1C(=O)c1ccccc1)Nc1cc(Cl)ccc1Cl (stereo unspecified),1.4%,i,19,1.6,70,-0.1%,8%,19%,i,5.9,0%,-21%
Cc1ccccc1OCCn1cc(C(=O)C(=O)N2CCOCC2)c2ccccc21,-4.5%,i,42,1.2,49,-0.1%,8%,-6%,i,0.3,-4%[20 µM],-22%
CC1(C)Cc2c(c(N3CCCCC3)[nH]c(=S)c2C#N)CS1,-3.1%,nt,nt,nt,nt,-0.2%,-5%,-10%,i,1.5,-7%,0%
CS(=O)(=O)c1ccc(-c2nnn(CC(=O)N3CCCCC3)n2)cc1,4.0%,i,57,-0.3,62,-0.3%,4%,9%,i,0.1,-38%[20 µM],0%
CCn1c(-c2ccc(F)cc2)n[nH]c1=S,2.6%,i,32,-0.3,49,-0.1%,0%,-1%,i,3.9,9%,-30%
O=C(c1cc(Cl)ccc1F)N1CCCC(Nc2ccc3c(c2)OCCO3)C1 (stereo unspecified),0.0%,i,20,1.5,67,-0.1%,7%,14%,i,2.7,36%,-34%
CN(C(=O)COC(=O)c1ccc2c(c1)OCCO2)c1ccccc1,-3.0%,i,46,-1.2,63,0.1%,6%,-1%,i,0.3,19%,-29%

2 entries drawn at random from those above, as already listed:
Molecule,KOR beta-arrestin-1,T cell modulator,T cell modulator vesicle-bound %,NTR1 agonist,NTR1 agonist cell count 20 µM,GPR55 activation,HEK293 NOD2/NF-kB,GPR55 LPI antagonism,Myeloid diff MLP,Myeloid diff MLP GFP+ MAC1+ %,KOR beta-arrestin-2,NOD1 NF-kB reporter
CSc1ccc(CN2CCC(N3CC(C)OC(C)C3)CC2)cc1 (stereo unspecified),2.6%,i,69,2.9,64,-0.2%,-8%,12%,i,0.1,-32%[20 µM],-4%
O=c1cc(C(F)(F)F)oc2c1ccc1ccccc12,-3.0%,i,58,-0.1,82,-0.4%,18%,-3%,i,1.0,-14%,-3%

The listing picks up, repeating the two entries before the break.
Molecule,KOR beta-arrestin-1,T cell modulator,T cell modulator vesicle-bound %,NTR1 agonist,NTR1 agonist cell count 20 µM,GPR55 activation,HEK293 NOD2/NF-kB,GPR55 LPI antagonism,Myeloid diff MLP,Myeloid diff MLP GFP+ MAC1+ %,KOR beta-arrestin-2,NOD1 NF-kB reporter
O=C(c1cc(Cl)ccc1F)N1CCCC(Nc2ccc3c(c2)OCCO3)C1 (stereo unspecified),0.0%,i,20,1.5,67,-0.1%,7%,14%,i,2.7,36%,-34%
CN(C(=O)COC(=O)c1ccc2c(c1)OCCO2)c1ccccc1,-3.0%,i,46,-1.2,63,0.1%,6%,-1%,i,0.3,19%,-29%
COC(=O)c1ccc(C)c(NC(=O)Cc2coc3cc(OC)ccc23)c1,8.8%,i,24,-1.3,46,-0.2%,18%,25%,+,9.8*,3%,-13%
COc1cccc(N2CCN(S(=O)(=O)c3ccc4c(c3)N(C(C)=O)CCO4)CC2)c1,-5.6%,i,3,0.3,55,-0.1%,34%,-16%,i,0.0,-10%,15%
COc1ccc(CCC(=O)N/N=C(\C)c2ccc3c(c2)OCO3)cc1,0.4%,i,17,1.3,51,0.0%,0%,10%,i,1.2,-7%,-22%
CCCOc1ccc2c3c(c(=O)oc2c1OCCC)CCC3,2.6%,i,27,9.7,54,-0.1%,36%,-18%,i,1.1,1%,6%
CC1(C)CCC(=O)N2CC[C@H]3C[C@H](OC(=O)Nc4ccccc4)C[C@@H]1[C@H]32,4.7%,i,19,-1.9,86,-0.3%,-16%,-2%,i,2.3,-16%[20 µM],1%
COC(=O)c1ccc(C(=O)N=c2sccn2C)cc1,-5.9%,i,36,-1.2,46,-0.2%,-32%,6%,i,0.7,-16%,-61%
Cc1ccc(C2CC(c3cccc(C)c3)n3ncnc3N2)cc1 (stereo unspecified),0.4%,i,29,-3.1,43,0.3%,-14%,-5%,i,1.6,5%,-13%
OC(CNC1CCCC1)COc1ccc(Cl)cc1 (stereo unspecified),-5.1%,i,48,-1.2,59,-0.2%,-6%,8%,i,0.3,1%,-17%
CC12CN(C(=O)c3cccc([N+](=O)[O-])c3)C3(C#N)CC1CCC23C (stereo unspecified),1.9%,i,53,1.4,53,-0.1%,4%,2%,i,0.9,-53%[20 µM],-3%
CCCC(C)C(=O)Nc1ccc2c(c1)OCCO2 (stereo unspecified),-1.1%,i,52,0.1,46,-0.2%,-9%,12%,i,2.5,1%,-30%
CS(=O)(=O)N1CCC(Oc2cccc(C(=O)NCCCC3CCCC3)c2)CC1,8.0%,i,15,0.6,48,0.2%,33%,-3%,i,1.3,-32%,32%
O=C(Nc1ccccc1C(=O)N/N=C/c1ccco1)c1ccccc1Cl,0.4%,i,22,-1.1,70,-0.1%,24%,15%,i,2.1,5%,12%
COCc1cc(C)nc(OCC(=O)N/N=C/c2ccc(OC)c(O)c2)c1C#N,-4.1%,i,47,-0.6,93,0.0%,6%,10%,i,0.2,-3%,-13%
CCOc1ccc(OCC)c(S(=O)(=O)NCc2ccccn2)c1,4.3%,i,39,1.0,57,0.3%,-15%,0%,i,1.2,-15%,0%
CCc1cc2c(SCc3ccc(C(=O)OC)o3)ncnc2s1,2.0%,i,29,4.2,37,-0.2%,-11%,-12%,i,0.9,-44%,5%
Cc1c(C(=O)N2CCc3ccccc32)cnn1C,1.3%,i,52,1.3,58,0.1%,-11%,0%,i,0.5,-5%,-58%
CC(Oc1ccccc1)C(=O)Nc1ccc(S(=O)(=O)N2CCCC2)cc1 (stereo unspecified),-2.8%,i,40,-1.1,51,0.0%,8%,1%,i,1.0,-1%,0%
CCC(C)OC(=O)C1=C(C)NC(=O)CC1c1ccccc1OC (stereo unspecified),3.2%,i,41,-0.1,62,0.0%,13%,5%,i,1.1,-27%,5%
Cc1occc1-c1nnc(SCC(=O)c2ccccc2)n1CC1CCCO1 (stereo unspecified),6.4%,i,8,0.5,81,-0.1%,-11%,-6%,i,0.5,-10%,2%
